# APP 5'UTR act = APP 5'UTR luciferase reporter activation; SH-SY5Y APP 5'UTR luciferase reporter, luminescence; zero percent = DMSO vehicle wells; activation, % at 2 µM; 1% of 190,000 active;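 active means activation above a set limit, based on mean plus 3 SD of controls, cut at about 140% in these data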; further: values of inactives mirror those of a sister screen read the other way
# STAT3 act = increases IL-6 driven STAT3 reporter signal; U3A cells, IL-6 STAT3-luciferase reporter, luminescence; 100% = signal with IL-6 EC80 alone; AID 871; 0.91% of 190,000 active; activation (% of control), % at 5.6 µM;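 active means activation above the screen-wide mean of compound activation plus 3 SD, cut at about 130% in these data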;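 further: 0% = background luminescence of wells with medium and substrate only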
#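 system = STAT3-luciferase reporter U3A cells | reagent = IL-6 stimulus at 33 ng/mL final | timing = 1 h compound pre-exposure, 6 h IL-6 stimulation, 37 °C | measured by = luminescence | evaluation = % activation versus median of IL-6-stimulated wells | control set = IL-6-only wells as 100% reference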
# STAT1 inh = reduces IFN-gamma driven STAT1 reporter signal; NIH 3T3 STAT1-luciferase reporter, luminescence; inhibition, % at 5.5 µM; 0.35% of 200,000 active;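 active means inhibition above a set limit, the mean inhibition across all tested compounds plus 3 SD, cut at about 34% in these data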;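 further: 0% = IFN-gamma with DMSO and 100% = IFN-gamma with 300 µM nifuroxazide; values of inactives mirror those of a sister screen read the other way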
# Redox H2O2 prof = compounds producing H2O2 with reducing agent – biochemical, NIH compound library profiling, artefact control for MLSCN library redox annotation, primary screen. DTT-dependent redox cycling H2O2, phenol red/HRP absorbance; 100% = 100 µM peroxide control, 0% = buffer. activation, % at 10 µM. 0.03% of 200,000 active. AID 878;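 active means activation of at least 50% relative to the plate's high and low controls in the primary single-dose screen; inactive means activation below 50%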;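 further: compound incubated with DTT at 0.8 mM final as the reducing agent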
# STAT1 act = increases IFN-gamma driven STAT1 reporter signal. NIH 3T3 STAT1-luciferase reporter, luminescence; 100% = IFN-gamma alone, no compound. activation (% of control), % at 5.5 µM. 2.6% of 200,000 active;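 active means activation above the screen-wide mean activation plus 3 SD, cut at about 130% in these data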;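 further: raw ratio to IFN-gamma control signal so 100% means no change and 0% no light; values of inactives mirror those of a sister screen read the other way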
# TLR4-MyD88 BLA = TLR4-MyD88 interaction inhibition in cells | inhibition, % at 8.4 µM | HeLa CL3-4 TLR4/MyD88 BLA complementation, FRET ratio | 0.18% of 200,000 active; in the data active means inhibition above about 25%;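 further: 0% = vehicle and 100% = reference inhibitor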
# Target sequence (O00206 whole entry, looked up): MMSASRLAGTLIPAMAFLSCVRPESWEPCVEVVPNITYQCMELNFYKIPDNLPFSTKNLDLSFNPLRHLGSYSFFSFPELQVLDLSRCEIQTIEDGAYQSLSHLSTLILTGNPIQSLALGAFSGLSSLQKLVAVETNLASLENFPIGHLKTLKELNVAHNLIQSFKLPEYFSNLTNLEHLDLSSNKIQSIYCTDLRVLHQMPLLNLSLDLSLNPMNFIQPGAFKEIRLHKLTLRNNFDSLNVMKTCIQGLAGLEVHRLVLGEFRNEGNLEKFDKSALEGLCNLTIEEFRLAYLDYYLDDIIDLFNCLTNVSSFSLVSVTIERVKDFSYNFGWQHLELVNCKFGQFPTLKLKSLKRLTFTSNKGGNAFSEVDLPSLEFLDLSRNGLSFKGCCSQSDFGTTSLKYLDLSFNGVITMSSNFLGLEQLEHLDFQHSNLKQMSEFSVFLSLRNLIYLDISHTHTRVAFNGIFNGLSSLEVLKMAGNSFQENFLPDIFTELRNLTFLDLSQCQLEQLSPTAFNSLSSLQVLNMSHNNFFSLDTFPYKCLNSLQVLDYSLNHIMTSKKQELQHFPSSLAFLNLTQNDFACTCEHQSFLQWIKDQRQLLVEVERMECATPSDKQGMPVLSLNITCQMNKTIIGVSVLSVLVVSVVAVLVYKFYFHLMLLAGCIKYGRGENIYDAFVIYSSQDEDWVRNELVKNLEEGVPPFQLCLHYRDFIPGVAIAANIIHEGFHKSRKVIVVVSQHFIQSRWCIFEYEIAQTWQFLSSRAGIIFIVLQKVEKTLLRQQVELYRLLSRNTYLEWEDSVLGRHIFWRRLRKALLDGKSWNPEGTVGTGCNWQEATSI
# Target sequence (Q99836 whole entry, looked up): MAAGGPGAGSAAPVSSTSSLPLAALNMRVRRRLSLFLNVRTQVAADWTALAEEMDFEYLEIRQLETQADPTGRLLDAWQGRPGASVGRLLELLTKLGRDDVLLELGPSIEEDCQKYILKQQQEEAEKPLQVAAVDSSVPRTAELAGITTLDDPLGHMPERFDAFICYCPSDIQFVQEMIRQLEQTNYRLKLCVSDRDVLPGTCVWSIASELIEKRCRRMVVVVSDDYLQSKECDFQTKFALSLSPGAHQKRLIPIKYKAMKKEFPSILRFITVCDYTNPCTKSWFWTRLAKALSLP
# HMGR II inh = blocks class II HMG-CoA reductase of Enterococcus faecalis; purified E. faecalis HMGR, NADPH absorbance 340 nm kinetic; inhibition, % at 10 µM; 0.41% of 190,000 active;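 active means inhibition above a set limit, the median over all tested compounds plus 3 SD, cut at about 9.5% in these data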;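 further: enzyme runs in reverse so mevalonate oxidation gives rising NADPH absorbance; 0% = complete reaction with DMSO and 100% = background rate lacking mevalonate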
# NF-kB neuron act = compounds increasing NF-kB expression in human neuronal cells; NF-kB reporter expression; stronger effect = higher value; fold change at 12.5 µM; 1.6% of 190,000 active; AID 1239; in the data active means fold change above about 3.3
# Hsp70 act = switches on Hsp70 transcription; HeLa Hsp70 promoter luciferase reporter, luminescence; scaled: vehicle 0, proteasome-inhibitor control 100%; activation, % at 10 µM; 0.04% of 200,000 active;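 active means activation above the mean across all tested compounds plus 3 SD, cutoff set per campaign, cut at about 5.5% in these data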;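 further: 100% = MG132 at 30 µM as the positive control and 0% = DMSO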
# STAT3 blocker = inhibitors of IL-6 induced STAT3 signaling; U3A cells, IL-6 STAT3-luciferase reporter, luminescence; host cell line lacks STAT1; inhibition, % at 5.5 µM; 0.89% of 190,000 active; AID 862;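 active means inhibition above the mean inhibition across all screened compounds plus 3 SD, cut at about 44% in these data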;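 further: 0% = DMSO only wells and 100% = 100 µM nifuroxazide control wells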
# Numbers without * were called inactive; nt = not tested or not shown.
SMILES,APP 5'UTR act,STAT3 act,STAT1 inh,Redox H2O2 prof,STAT1 act,TLR4-MyD88 BLA,HMGR II inh,NF-kB neuron act,Hsp70 act,STAT3 blocker
Cc1oc2ccc(NS(=O)(=O)c3ccc(C(C)(C)C)cc3)cc2c1C(=O)Nc1ccccc1,2,106,3,1.8,98,18,-1,1.1,0.0,5
CC(C)OC(=O)c1cc(C(=O)c2cc(Cl)ccc2O)coc1=N,15,113,0,-0.5,98,11,0,0.94,0.0,-3
O=C(COC(=O)c1ccncc1)NCc1ccccc1,0,102,-5,-0.3,104,0,2,0.99,-0.3,7
CCN(CC)C(=O)c1ccc(-c2ccccc2)cc1,-8,89,-12,0.7,111,-17,-4,1.5,-0.4,16
CCN(CC)c1ccc(NC(=O)COc2ccccc2C)cc1S(=O)(=O)Nc1ccccc1OC,18,101,-1,1.9,101,-1,-4,0.84,-0.1,0
Fc1cccc(F)c1/C=N/Nc1ccccn1,34,128,-25,-1.0,123,0,-2,2.4,0.1,-31
Cc1nnc(SCc2nnc(-c3ccccc3)o2)n(N)c1=O,-12,94,9,-0.5,92,-15,2,1.3,-0.1,14
CC1Cc2ccccc2N1C(=O)c1ccc(N2CCCC2)c([N+](=O)[O-])c1 (configuration not stated),0,113,2,-0.1,98,-12,-2,0.88,-0.4,-21
Cc1cc(C(=O)NCCc2ccc(Cl)cc2)no1,16,94,-9,-0.2,107,-2,-6,1.4,-0.3,8
O=C(COC(=O)COc1ccc(Br)cc1)NCCC1=CCCCC1,2,92,-3,0.4,103,3,2,0.87,-0.1,12
Nc1cc(=O)[nH]c(SCC(=O)Nc2ccccc2-c2ccccc2)n1,7,103,2,-1.5,98,-2,1,1,0.1,-2
COc1ccc(/C=C/C(=O)c2ccc(O)cc2)cc1COc1ccc(F)cc1,3,94,3,2.7,97,7,-3,1.2,-0.2,18
COCCN1Cc2cccc(C(=O)Nc3ccc(S(=O)(=O)N4CCOCC4)cc3)c2C1=O,-1,98,5,-1.6,96,1,-3,nt,0.0,8
Cn1cc(S(=O)(=O)NCc2ccco2)c(=O)n(C)c1=O,-7,100,-12,0.4,111,-8,0,1.2,-0.1,9
O=C(NCCN1C(=O)C2C3C=CC(C3)C2C1=O)N1CCOCC1 (configuration not stated),12,119,-5,-0.6,104,-2,-2,0.98,-0.2,-17
C#CCOCCOCCOCCNc1nc(N2CCOCC2)nc(N2CCN(C(=O)[C@H](CCCCN)n3cc([C@@H](N)CC(C)C)nn3)CC2)n1,-18,nt,-3,-0.5,104,3,3,1.1,-0.1,nt
CC(=O)c1c(O)cc(C)n(-c2ccc(F)cc2)c1=O,25,96,-7,-0.2,104,3,-5,1.3,0.3,12
COc1ccc(S(=O)(=O)N2CCC(C(=O)N3CCOCC3)CC2)cc1Cl,-1,95,-3,-0.4,101,-12,1,1.1,-0.5,8
CCC(=O)N(Cc1cccs1)C1CCOC(C)(C)C1 (configuration not stated),-17,100,-5,-0.4,104,-5,-6,1.1,-0.2,5
O=C(c1coc2ccc(O)c(CN3CCOCC3)c12)C1CC1,6,101,1,0.1,99,1,-11,0.9,0.2,-1

# A draw from above in order of heavy-atom count, lowest first:
SMILES,APP 5'UTR act,STAT3 act,STAT1 inh,Redox H2O2 prof,STAT1 act,TLR4-MyD88 BLA,HMGR II inh,NF-kB neuron act,Hsp70 act,STAT3 blocker
CCN(CC)C(=O)c1ccc(-c2ccccc2)cc1,-8,89,-12,0.7,111,-17,-4,1.5,-0.4,16
O=C(NCCN1C(=O)C2C3C=CC(C3)C2C1=O)N1CCOCC1 (configuration not stated),12,119,-5,-0.6,104,-2,-2,0.98,-0.2,-17
Cc1oc2ccc(NS(=O)(=O)c3ccc(C(C)(C)C)cc3)cc2c1C(=O)Nc1ccccc1,2,106,3,1.8,98,18,-1,1.1,0.0,5

# The results go on:
SMILES,APP 5'UTR act,STAT3 act,STAT1 inh,Redox H2O2 prof,STAT1 act,TLR4-MyD88 BLA,HMGR II inh,NF-kB neuron act,Hsp70 act,STAT3 blocker
CC1(C)CC(OC(=O)c2ccco2)CC(C)(C)N1O,8,100,-5,1.4,104,2,-4,1,-0.1,6
COc1ccccc1-n1c(SCC(=O)NC(C)(C)C)nc(O)c(Cc2ccccc2)c1=O,8,97,3,1.9,98,11,4,1.2,0.0,7
N/C(=N\OC(=O)c1ccc(Cl)cc1)c1nonc1N,10,86,-15,8.1,118,7,-7,1.7,-0.1,24
Cc1cc(N2C(=O)C(=O)/C(=C(/O)c3ccc(F)cc3)C2c2ccc(F)cc2)no1 (configuration not stated),-7,95,2,0.4,98,-2,-13,1.1,-0.2,9
O=C1c2ccccc2CCC12N=NCC2c1ccc(Cl)cc1 (configuration not stated),20,108,1,-2.7,99,-2,-7,0.83,-0.1,-4
O=C(CCc1nc2ccccc2s1)N1CCN(S(=O)(=O)c2cccs2)CC1,11,104,8,2.7,92,-1,-2,0.9,-0.2,4
CN(C)c1ccc(/C=C/c2cc[n+](C)cc2)cc1,18,83,17,-0.3,84,26*,2,0.65,-0.3,18
CC(C)C(=O)Nc1ccc(C(=O)Nc2nnc(C(C)(C)C)s2)cc1,-15,92,-8,-0.4,108,0,-6,0.85,-0.3,11
O=c1cc(-c2ccc(C3CCCCC3)cc2)[nH][nH]1,7,104,-17,-1.3,114,-10,-5,1.4,-0.2,6
CC1(C)Cc2ccccc2C(/C(C#N)=N/O)=N1,9,100,-3,-0.5,101,1,1,1.2,-0.3,3
Cc1c(NC(=O)COC(=O)c2cc(-c3cccc4ccccc34)nc3ccccc23)c(=O)n(-c2ccccc2)n1C,9,97,1,0.5,99,-6,-6,0.84,-0.4,-2
NNC(=O)Cc1cn(-c2ncc(C(F)(F)F)cc2Cl)c2ccccc12,5,100,-3,0.1,102,6,-7,1,-0.6,6
Cn1c(C(=O)NCCN2CCN(c3ccccc3F)CC2)cc2c(=O)n(C)c3ccccc3c21,12,101,1,-0.3,100,-9,-5,0.53,-0.2,-1
Cc1ccccc1C(=O)N=c1c(C#N)cc2c(=O)n3cccc(C)c3nc2n1Cc1ccco1,6,98,11,0.8,90,-12,0,0.92,0.5,3
COc1ccc(OC)c(S(=O)(=O)N2CCC(C(=O)Nc3ccccc3)CC2)c1,34,104,-4,-0.7,104,13,-2,0.83,-0.4,1
CC(=O)c1c(C)[nH]c(C(=O)NCc2cccc(Cl)c2)c1C,6,80,-7,-0.6,105,-5,3,1,-0.3,26
CCCCn1c(N)c(Sc2ccccc2)c(=O)[nH]c1=O,21,99,-6,0.1,105,-8,-4,1.1,-0.3,8
O=C(CCS(=O)(=O)c1ccc(Br)s1)NC1CCCC1,-1,104,1,0.2,99,-14,0,1.4,0.1,2
CCC(=O)Nc1sc2c(c1C(N)=O)CCN(C(C)=O)C2,0,95,-2,-0.1,103,-2,-4,0.98,-0.4,7
O=C(C1CC1)N1CCC(c2nc(-c3ccc(S(=O)(=O)NCC4CCCO4)cc3)no2)CC1 (configuration not stated),10,58,23,1.9,79,2,-1,0.73,-0.3,51*
COc1ccccc1/C=C/C(=O)NCC(=O)N/N=C/c1cccnc1,-15,94,3,-0.6,98,-4,-6,1.1,-0.3,8
O=C(NCc1cccs1)c1ccc(Br)o1,7,102,0,-0.3,100,-4,4,1.4,-0.2,-4
COc1cc(S(=O)(=O)NC2CCCCC2C)ccc1Cl (configuration not stated),3,100,-2,1.2,102,8,5,0.87,-0.2,3
CCCCC1OC23CCCCC2C(C#N)(C(=N)O3)C1(C#N)C#N (configuration not stated),-5,100,21,1.4,81,-9,-3,1.1,-0.3,4
CCOC(=O)Cn1cnc([N+](=O)[O-])n1,8,98,1,0.2,99,-7,-3,0.94,-0.1,3
O=C(NCCc1ccc2c(c1)OCCO2)c1ccc(F)cc1,12,91,-7,0.5,106,-19,-5,1.1,-0.3,9
CN(C)S(=O)(=O)c1ccc(NC(=O)c2cc3ccccc3o2)cc1,33,89,-24,-0.8,122,5,-2,1.3,0.0,19
Clc1ccc2nncn2n1,23,114,4,0.4,98,15,-5,1.3,-0.2,-11
COc1ccccc1NC(=O)Nc1cc(F)ccc1F,22,96,-8,0.2,108,-6,-4,1.3,-0.1,5
COc1ccc2cc(C#N)c(N3CCN(Cc4nnnn4CCC(C)C)CC3)nc2c1,-8,105,4,2.0,97,-7,0,0.59,-0.5,-1
O=C(CSc1nnc(-c2cccc(F)c2)o1)Nc1nncs1,-7,98,-6,0.0,105,18,-6,1.1,-0.5,4
COc1cc(C)c(C)cc1S(=O)(=O)N1CCCCC1c1cccnc1 (configuration not stated),1,101,-3,0.0,103,-3,2,0.91,-0.1,2
C/C(=N/NC(=O)CCC(=O)Nc1cccc(Cl)c1)c1ccc(C)cc1,18,109,11,-0.2,90,-5,3,1.3,-0.1,-6
C[N+](C)(CC#Cc1ccccc1)CC(=O)c1ccc(Cl)cc1,5,100,-8,0.0,107,1,0,1.1,-0.5,3
O=C(c1cnn2c(C(F)(F)F)cc(-c3ccco3)nc12)N1CCc2ccccc2C1,-2,88,-3,3.0,102,-6,7,0.76,0.0,18
CCCC(=O)Nc1ccc2c(c1)c1ccccc1n2CC,-5,94,4,-0.4,97,2,-1,1.1,-0.2,7
CCc1ccc(NC(=S)N2CCCCCCC2)cc1,34,108,-20,-0.6,119,6,3,2.1,0.3,-1
O=C(CSc1nc(C2CC2)nc2ccccc12)N1c2ccccc2Sc2ccc(C(F)(F)F)cc21,4,145*,3,2.2,98,3,-2,0.97,0.1,-48
CCOc1ccc(CN(C)CC(=O)Nc2cc(OC)c([N+](=O)[O-])cc2C)cc1,-1,105,-7,2.4,106,11,1,1,-0.1,-3
COC(=O)CC(NC(=O)c1ccco1)c1ccc(C(C)C)cc1 (configuration not stated),nt,103,1,0.0,99,0,-2,0.84,-0.6,4
N#Cc1cc2c(nc1SCc1ccncc1)CCC2,48,94,-41,2.6,138*,-3,0,1.6,-0.2,10
N#Cc1ccc(/C=C/C(=O)c2cccnc2)cc1,8,93,-1,-1.5,100,13,-2,1.2,0.0,15
CC1=NOC(=O)/C1=C\c1ccc(-c2ccc(Br)cc2)o1,-4,136*,-25,-0.4,121,4,1,0.85,-0.2,-27
COc1cccc(C(=O)Nc2ncc3c(n2)CC(C)CC3=O)c1 (configuration not stated),14,98,-9,0.4,112,7,-4,1.2,0.0,4
OCc1cn(-c2ccccc2)nc1-c1ccc2c(c1)OCCO2,62,108,-58,-0.2,144*,-7,3,2.4,0.0,-10
CC(C)(C)C(=O)NC(=C(Cl)Cl)P(=O)(O)O,-23,99,-9,1.0,108,4,-8,1.1,0.7,6
O=C(CCCn1c(=S)[nH]c2ccsc2c1=O)NCc1ccco1,-10,90,0,-5.1,100,-17,-7,1.2,-0.2,14
CCn1cnc2c(oc3ccccc32)c1=O,2,102,1,-1.2,100,-7,11*,1.5,-0.3,-2
CNC(=O)Nc1ccccc1F,7,106,-9,0.2,108,17,-5,1.3,-0.2,1
NC(=S)NNc1cc(Cl)cc(Cl)c1,-15,94,6,0.1,95,-1,-8,0.99,-0.2,11
Cn1c(Cc2ccccc2)nnc1SCC(=O)NCCc1ccccc1,7,105,2,-0.1,96,-4,3,0.95,0.0,3
